Bim-Bcl-B: inhibitors of Bim-Bcl-B binding, primary screen, biochemical, multiplexed, human Bcl-2 family | bead-based flow cytometry, Bim peptide-Bcl-B binding | AID 951, 2007 | Bcl-2-like protein 10 (Homo sapiens), Q9HD36 | hit rate 0.073% among 190,000 | inhibition, % at 10 µM;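 further: 0% = tracer peptide without compound and 100% = reference inhibitor peptide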
Mcl1 Bid PPI: Mcl-1/Bid binding inhibitors, primary screen, biochemical, TR-FRET, 1536-well | Induced myeloid leukemia cell differentiation protein Mcl-1 (Homo sapiens), Q07820 | TR-FRET Mcl-1/Bid-Dy647 peptide binding | AID 1021, 2008 | inhibition, % at 21.7 µM | hit rate 0.97% among 220,000;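 active means compounds that cut the binding signal by more than half at the single screening dose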;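 further: His-tagged Mcl-1 with europium anti-His antibody binding Bid BH3 peptide; 0% = Mcl-1 plus peptide wells and 100% = peptide-only wells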
Mcl1 Noxa PPI: Mcl-1/Noxa binding inhibitors, primary screen, biochemical, TR-FRET, 1536-well. Induced myeloid leukemia cell differentiation protein Mcl-1 (Homo sapiens), Q07820. TR-FRET Mcl-1/Noxa peptide binding, 2 h. inhibition, % at 21.7 µM. hit rate 1.5% among 220,000. AID 1022, 2008;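 active means compounds that cut the protein-peptide binding signal by more than 50% relative to plate controls in a single-dose test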;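 further: His-tagged Mcl-1 with rhodamine Noxa BH3 peptide and terbium anti-His antibody; 0% = Mcl-1 plus Noxa peptide wells and 100% = peptide-only wells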
RGS4-Gao reg: modulators of RGS4 binding to Galphao, primary screen, biochemical, multiplexed bead flow cytometry; Guanine nucleotide-binding protein G(o) subunit alpha (Homo sapiens), P09471; actives lie on both sides; binding response (% of control), % at 10 µM; AID 1415, 2008; hit rate 0.33% among 220,000; in the data active means binding response below about 49% or above about 150%; inactive means in between;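 further: fluorescent Galphao activated with aluminum fluoride binding bead-coupled RGS4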
Target sequence (P09471 whole entry, looked up): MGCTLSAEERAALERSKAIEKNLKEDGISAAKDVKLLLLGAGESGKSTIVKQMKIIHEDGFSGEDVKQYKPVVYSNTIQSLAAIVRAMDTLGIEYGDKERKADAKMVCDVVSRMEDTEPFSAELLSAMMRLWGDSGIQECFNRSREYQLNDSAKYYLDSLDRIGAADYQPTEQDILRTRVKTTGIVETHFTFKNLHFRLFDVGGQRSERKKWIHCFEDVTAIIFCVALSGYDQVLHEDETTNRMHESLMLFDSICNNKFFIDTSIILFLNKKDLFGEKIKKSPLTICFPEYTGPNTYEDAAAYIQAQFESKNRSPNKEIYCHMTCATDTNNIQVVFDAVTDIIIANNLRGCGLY
Bcl-XL Bim block: inhibitors of Bim-Bcl-XL binding, primary screen, biochemical, multiplexed, bead flow cytometry, human Bcl-XL | Bim peptide-Bcl-XL binding, fluorescence | Bcl-2-like protein 1 (Homo sapiens), Q07817 | inhibition, % at 10 µM | hit rate 0.04% among 190,000
Bim-Bfl-1: inhibitors of Bim binding to Bfl-1, primary screen, biochemical, multiplexed, bead-based flow cytometry; inhibition, % at 10 µM; AID 1008, 2008; Bcl-2-related protein A1 (Homo sapiens), Q16548; Bim-Bfl-1 binding inhibition; hit rate 0.12% among 190,000;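 further: 0% = wells without compound plus tracer and 100% = blocker peptide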
Bim-Bcl-2: inhibitors of Bim-Bcl-2 binding, primary screen, biochemical, multiplexed, human Bcl-2 family. AID 950, 2007. Apoptosis regulator Bcl-2 (Homo sapiens), P10415. inhibition, % at 10 µM. hit rate 0.06% among 190,000. Bead-based flow cytometry, Bim peptide-Bcl-2 binding; in the data active means inhibition above about 40%; inconclusive means no clear call, values can overlap the other calls;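 further: 0% = no compound wells with probe peptide and 100% = reference peptide inhibitor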
Target sequence (P10415 whole entry, looked up): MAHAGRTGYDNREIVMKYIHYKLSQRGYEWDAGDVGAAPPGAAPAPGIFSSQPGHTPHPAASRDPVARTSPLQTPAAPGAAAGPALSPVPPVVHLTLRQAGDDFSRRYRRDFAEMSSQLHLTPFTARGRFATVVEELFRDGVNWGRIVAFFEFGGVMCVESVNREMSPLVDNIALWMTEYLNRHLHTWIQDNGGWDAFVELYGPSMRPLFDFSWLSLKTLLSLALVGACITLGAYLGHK
RGS7-Gao reg: RGS7-Galphao binding modulators, primary screen, biochemical, multiplexed bead flow cytometry. actives lie on both sides. binding response (% of control), % at 10 µM. hit rate 0.35% among 220,000. AID 1439, 2008; in the data active means binding response below about 49% or above about 150%; inconclusive means no clear call, values can overlap the other calls; inactive means in between;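 further: fluorescent Galphao held in activated GDP-AlF4 state binding bead-coupled RGS7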
Bim-Bcl-W: inhibitors of Bim binding to Bcl-W, primary screen, biochemical, multiplexed, bead-based flow cytometry; hit rate 0.02% among 190,000; Bcl-2-like protein 2 (Homo sapiens), Q92843; Bim peptide-Bcl-W binding; inhibition, % at 10 µM;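 further: 0% = bound tracer without compound and 100% = peptide blocker; higher means less fluorescent Bim peptide bound to Bcl-W beads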
Target sequence (Q92843 whole entry, looked up): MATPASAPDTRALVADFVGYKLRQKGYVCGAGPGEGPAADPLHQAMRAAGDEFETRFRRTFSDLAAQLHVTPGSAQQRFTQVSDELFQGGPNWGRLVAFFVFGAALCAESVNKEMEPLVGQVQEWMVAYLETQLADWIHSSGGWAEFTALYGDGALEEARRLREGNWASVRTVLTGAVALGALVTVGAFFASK
RGS8-Gao reg: RGS8-Galphao binding modulators, primary screen, biochemical, multiplexed bead flow cytometry; response (percent of control binding), % at 10 µM; AID 1423, 2008; Guanine nucleotide-binding protein G(o) subunit alpha (Homo sapiens), P09471; hit rate 0.34% among 220,000; actives lie on both sides; in the data active means response below about 60% or above about 140%; inactive means in between;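 further: Galphao activated as the GDP aluminium fluoride complex binding bead-coupled RGS8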
Mcl-1 Bim block: inhibitors of Bim peptide binding to Mcl-1, primary screen, biochemical, bead-based flow cytometry, multiplex. Induced myeloid leukemia cell differentiation protein Mcl-1 (Homo sapiens), Q07820. Bim peptide-Mcl-1 binding. inhibition, % at 10 µM. hit rate 0.1% among 190,000;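 further: 0% = no compound tracer wells and 100% = peptide blocker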
The depositor's hits bear a star; ? = inconclusive; . = not tested or not shown. Unless noted, no stated cut-off is given here; in the data, active means inhibition above about 40%.

#	canonical_smiles	Bim-Bcl-B	Mcl1 Bid PPI	Mcl1 Noxa PPI	RGS4-Gao reg	Bcl-XL Bim block	Bim-Bfl-1	Bim-Bcl-2	RGS7-Gao reg	Bim-Bcl-W	RGS8-Gao reg	Mcl-1 Bim block
1	COc1ccc2c(Cl)c(C(=O)OCC(=O)c3ccc4c(c3)NC(=O)CO4)sc2c1Cl	.	-83	33	105	.	.	.	?	.	102	.
2	O=C(O)/C=C1\NC(=O)c2ccccc21	-4	-15	46	103	1	-6	0	103	6	102	0
3	O=C(CSc1ncnc2ccccc12)Nc1cccc(S(=O)(=O)N2CCCC2)c1	2	9	2	103	-1	-2	0	102	0	101	3
4	Cc1ccc(S(=O)(=O)c2nc(-c3ccccc3)oc2NCCCN2CCOCC2)cc1	-5	-40	5	100	-3	-6	-4	?	-1	99	0
5	C=CCn1c(SCc2ccccc2)nnc1-c1cccnc1	-10	-31	-7	94	-4	-11	-11	95	1	99	-2
6	Clc1ccc(CN2CCN(c3ncnc4scc(-c5cccs5)c34)CC2)cc1	0	-3	9	99	-1	0	0	93	0	100	-2
7	CC1(C)CC(=O)C2=C(C1)Nc1ccccc1NC2c1ccc2c(c1)OCO2 (configuration not stated)	-3	-35	13	98	-3	-13	-6	98	-1	100	-1
8	CCOC(=O)c1c(NC(=O)Cn2cc([N+](=O)[O-])cn2)sc2c1CCC2	0	-4	0	100	0	1	0	103	0	116	1
9	O=C(Nc1sc2c(c1C(=O)O)CCC2)c1cccs1	1	-38	26	94	-3	0	-1	96	-2	101	-3
10	CCOC(=O)COc1ccc2ccccc2c1/C=C/[N+](=O)[O-]	-8	15	19	98	-1	5	3	97	0	100	-6
11	CCOc1cc(C(=O)Nc2ccccc2N2CCOCC2)ccc1OCC(=O)N1CCCCC1	-1	-20	8	103	0	-6	-1	?	-2	102	-1
12	CCOc1ccc(N(CC(=O)Nc2ccc(C)cc2)S(=O)(=O)c2c(C)noc2C)cc1	-6	1	10	101	-9	-3	-5	101	-8	100	-4
13	CCOc1ccccc1CNC(=O)c1ccc(Sc2ccc(Cl)cc2)c(NC(C)=O)c1	-2	-23	-90	102	-4	-1	3	102	-1	104	-3
14	CCn1c(SCC(=O)NCCc2ccccc2)nc2c(c1=O)SC(C)C2 (configuration not stated)	-7	-22	-7	101	-4	-10	-9	100	-1	98	-1
15	COc1ccc(CCC(=O)N(C)CC(=O)Nc2cc(C)ccc2C)cc1	-5	-17	17	102	-3	-6	-5	?	0	101	-4
16	COc1ccc(-c2[nH]c(-c3cccc(OC)c3)nc2SCC(=O)NC2CCCC2)cc1	0	-7	0	.	-2	-3	-2	.	-2	.	0
17	COc1ccc(/C=C/C(=O)OCC(=O)c2ccc3c(c2)NC(=O)CO3)cc1	.	7	9	92	.	.	.	?	.	99	.
18	COc1ccccc1-n1c(=O)[nH]c2c(C(N)=O)nc(CC(C)C)nc21	-4	-12	-10	99	-3	-10	-7	98	-1	100	0
19	C/C(N)=C(/C#N)C(=O)COc1ccc(Cl)cc1Cl	1	-7	0	101	3	0	3	100	2	100	2
20	O=C(O)c1oc2ccccc2c1-n1cccc1	0	-29	14	80	-2	-6	0	81	-2	94	-4
21	COC(=O)C1C(=O)N2CCCSC2=C(C#N)C1c1cccs1 (configuration not stated)	0	-54	-10	96	1	-3	-2	98	0	98	0
22	COc1ccccc1Nc1nc(NCCCN(C)C)nc(N)c1[N+](=O)[O-]	.	-3	23	111	.	.	.	?	.	103	.
23	CC(=O)Nc1ccc(-n2c(C)ccc2C)cc1	33	-38	10	88	3	12	11	78	8	68	16
24	O=c1c2cc(NC(=S)N3CCCCC3)ccc2nc2n1CCCCC2	-6	-36	14	96	-3	0	-2	?	-4	100	0
25	CC1CCCC(C)N1C(=O)CSc1nc2ncnc(N)c2[nH]1 (configuration not stated)	-8	-19	17	102	-8	-18	-10	100	-1	101	-2
26	COc1cccc(N2CCCn3c2nc2c3c(=O)n(CCN3CCOCC3)c(=O)n2C)c1	-8	-34	7	99	-7	-10	-8	100	1	100	0
27	CCCc1nnc(NC(=O)CCC(=O)NC2CCCc3ccccc32)s1 (configuration not stated)	5	-36	-18	99	13	8	11	103	7	102	-2
28	O=c1c(Cl)c(Cl)cnn1Cc1nnc(-c2ccc(Cl)cc2)o1	-5	-12	30	91	-2	-1	-1	93	0	98	0
29	Cc1ccccc1CS(=O)(=O)CCC(=O)NCCCN1CCOCC1	-9	-25	-3	100	-5	-18	-10	99	0	102	-3
30	CCC(C)C(=O)Nc1cc(Cl)ccc1C(=O)O (configuration not stated)	-4	4	-2	104	-7	-5	-1	?	-2	102	-1
31	O=C(CN1C2=NCCCN2c2ccccc21)c1ccc(Cl)cc1Cl	0	-39	12	112	-2	0	-2	108	2	98	1
32	C=Cn1nc(C)c2ccccc2c1=O	-13	6	-12	25*	-11	-11	-10	14*	-1	16*	-4
33	CCOC(=O)c1c(C)n(C)c2ccc(OCC(O)Cn3c(C)nc4ccccc43)cc12 (configuration not stated)	-6	4	6	102	4	-8	-9	99	0	103	-1
34	Cc1cc(NC(=O)c2noc3c2CCCC3)no1	-8	-28	-2	100	-13	-14	-6	98	-2	100	0
35	CCNC(=O)c1cc2c(=O)n3cccc(C)c3nc2n(Cc2ccc(C)cc2)c1=N	-2	-3	8	96	-4	4	0	98	-1	110	1
36	Cc1cc(Cl)ccc1NC(=S)Nc1cccnc1	0	-36	6	98	-3	-1	-3	96	-1	101	-2
37	CCOP(=O)(OCC)C(NCc1ccccc1)c1ccc(Br)cc1 (configuration not stated)	0	-3	15	106	0	-2	1	105	1	103	-1
38	CCCN(CCC)CCNC(=O)CS(=O)Cc1nc(-c2ccc(C)cc2)oc1C (configuration not stated)	-2	-25	-10	94	0	0	0	96	-3	97	0
39	CC(C)CCNC(=O)CCCCn1c(=O)[nH]c2ccsc2c1=O	-7	-26	10	100	-5	-6	-3	?	-3	102	-4
40	COc1cc(C2c3c(-c4cc(C)cc(C)c4O)n[nH]c3C(=O)N2CCCO)cc(OC)c1OC (configuration not stated)	-8	-16	-2	99	-6	-18	-12	97	-3	99	-4
41	C=CCNc1nc(C)c(C(C)=O)cc1C#N	0	-3	10	101	0	-8	-2	105	2	103	4
42	Cc1ccccc1Cn1c(=O)n(CC2CCC(C(=O)NCCc3ccccc3)CC2)c(=O)c2ccccc21 (configuration not stated)	-6	3	-11	110	-2	0	-5	108	-4	123	-3
43	CCOC(=O)CSc1nnc(-c2ccoc2C)n1-c1ccc(C)cc1	-6	-13	17	102	-9	-1	-1	98	-4	101	-4
44	COc1ccc(C(C(=O)NC2CCCCC2)N(Cc2cccs2)C(=O)Cc2c[nH]c3ccccc23)cc1 (configuration not stated)	5	14	5	100	4	2	1	100	6	100	1
45	CCN(CC)S(=O)(=O)c1ccc(C2CNC(=O)C2)cc1 (configuration not stated)	-4	-5	1	97	-3	-10	-9	99	0	101	-1
46	Cc1c(C(=O)OCC(=O)NCCN2C(=O)CSC2=O)oc2c1ccc1ccccc12	0	-4	18	105	-3	0	-1	105	-1	91	-3
47	CCO/N=C(/C)c1c(O)c(C)c(-c2ccccc2)n(-c2ccccc2)c1=O	-39	-4	-16	97	-29	-33	-34	100	-28	102	-39
48	Cc1ccc(NC(=O)CSc2nc3ccccc3c(=O)n2CCCC(=O)NCCCN2CCOCC2)cc1	8	20	2	103	-1	6	-2	100	-3	101	-1
49	CC(=O)N/C(=C/c1ccccc1)C(=O)N1CCCCC1	-5	-8	3	102	-2	-13	-7	97	-2	99	-4
50	COC(=O)c1ccc(-c2sc3nc(N4CCOCC4)c4c(c3c2N)CC(C)(C)OC4)o1	-2	-1	16	96	-2	0	0	100	-1	96	-1
51	CNC(=O)CSc1nnc(-c2cc(C)cc(C)c2)o1	-6	-37	-8	107	7	-13	-7	106	4	105	0

Shown as a hit in RGS7-Gao reg, of those listed so far:
No.	compound	Bim-Bcl-B	Mcl1 Bid PPI	Mcl1 Noxa PPI	RGS4-Gao reg	Bcl-XL Bim block	Bim-Bfl-1	RGS7-Gao reg	Bim-Bcl-W	RGS8-Gao reg	Mcl-1 Bim block
32	C=Cn1nc(C)c2ccccc2c1=O	-13	6	-12	25*	-11	-11	14*	-1	16*	-4

Only RGS4-Gao reg, RGS7-Gao reg and Bim-Bcl-2, for 2 of the compounds above:
no. | SMILES | RGS4-Gao reg | RGS7-Gao reg | Bim-Bcl-2
22 | COc1ccccc1Nc1nc(NCCCN(C)C)nc(N)c1[N+](=O)[O-] | 111 | ? | .
23 | CC(=O)Nc1ccc(-n2c(C)ccc2C)cc1 | 88 | 78 | 11
